HP1b binding inh: blocks HP1-beta chromodomain binding to methylated histone tails; AlphaScreen HP1-beta / biotin-H3K9me3 peptide binding; P83916; 390,000 compounds, 0.56% hits; Potency, µM (top dose mostly 114 µM), for the others: top-dose activity change, negative = inhibition, hits mostly inhibitors; further: potency means the concentration at half of the fitted maximal effect; nearly all actives have a fitted effect of over 70% in size; inactives centre near 23
Target sequence (P83916 whole entry, looked up): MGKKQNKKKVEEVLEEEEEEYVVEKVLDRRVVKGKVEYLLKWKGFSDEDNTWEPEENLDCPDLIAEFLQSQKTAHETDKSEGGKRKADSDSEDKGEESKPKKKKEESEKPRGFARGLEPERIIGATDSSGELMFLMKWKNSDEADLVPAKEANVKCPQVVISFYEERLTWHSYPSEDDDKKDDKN
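AlphaScreen: HP1-beta (50 nM) preformed 30 min with biotin-H3(1-18)K9me3 peptide (50 nM) in PBS pH 7.4, 0.01% Tween-20. Compound added for 30 min at RT, then streptavidin donor/nickel chelate acceptor beads (10 ug/mL) for 30 min.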
PI4K2A block: inhibitors of human PI4K2A. Q9BTU6. purified PI4K2A, ADP-Glo luminescence, 1 h; stronger effect = lower value. activity change, negative = inhibition, % at 76.9 µM. 420,000 compounds, 0.13% hits. AID 1346378; in the data active means activity change below about -50%; inconclusive means mostly about -30% to -49%;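 further: -100% = wells without enzyme as full effect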
Target sequence (Q9BTU6 whole entry, looked up): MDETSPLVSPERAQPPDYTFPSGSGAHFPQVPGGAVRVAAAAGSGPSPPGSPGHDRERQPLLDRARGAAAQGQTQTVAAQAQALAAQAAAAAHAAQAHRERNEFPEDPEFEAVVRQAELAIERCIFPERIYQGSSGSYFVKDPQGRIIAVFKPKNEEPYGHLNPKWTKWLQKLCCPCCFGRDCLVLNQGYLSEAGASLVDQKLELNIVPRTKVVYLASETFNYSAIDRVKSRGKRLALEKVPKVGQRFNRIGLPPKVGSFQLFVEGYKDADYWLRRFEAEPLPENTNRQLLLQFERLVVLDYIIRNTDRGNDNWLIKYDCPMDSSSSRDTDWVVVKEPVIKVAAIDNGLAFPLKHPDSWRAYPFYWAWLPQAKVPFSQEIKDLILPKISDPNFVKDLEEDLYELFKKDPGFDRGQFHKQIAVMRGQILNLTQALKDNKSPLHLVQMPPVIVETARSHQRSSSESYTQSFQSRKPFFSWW
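In this quantitative HTS, ADP production by PI4K2A was quantified luminescently after 1 h at ambient temperature; 100 microM adenosine served as plate-quality control.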
PGK inhibitor: blocks T. brucei phosphoglycerate kinase; P07378; PGK/GAPDH coupled, Kinase-Glo luminescence, 60 min; Potency, µM (doses to about 57.5 µM), for inactives: at the top dose activity change, negative = inhibition, actives largely listed as inhibitors; 380,000 compounds, 0.043% hits; AID 602233; further: potency means the concentration at half of the fitted maximal effect; on the % scale 0 is the no-effect control and ±100 the full control effect; nearly all actives have a fitted effect of over 60% in size
Target sequence (P07378 whole entry, looked up): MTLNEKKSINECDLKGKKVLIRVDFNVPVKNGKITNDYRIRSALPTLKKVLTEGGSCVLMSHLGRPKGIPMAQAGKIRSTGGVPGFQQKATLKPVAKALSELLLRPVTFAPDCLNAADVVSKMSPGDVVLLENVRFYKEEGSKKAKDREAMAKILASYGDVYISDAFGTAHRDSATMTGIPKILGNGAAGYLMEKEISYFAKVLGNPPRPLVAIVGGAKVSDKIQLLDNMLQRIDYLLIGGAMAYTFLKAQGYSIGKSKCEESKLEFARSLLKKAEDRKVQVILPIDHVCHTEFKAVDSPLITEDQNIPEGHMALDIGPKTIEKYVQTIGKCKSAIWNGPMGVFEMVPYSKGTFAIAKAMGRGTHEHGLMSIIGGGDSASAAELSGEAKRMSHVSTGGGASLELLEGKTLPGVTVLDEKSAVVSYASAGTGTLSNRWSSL
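Luminescent ATP detection (Kinase-Glo Plus) follows a 60-minute room-temperature incubation, with wells lacking PGK as controls. Buffer: 100 mM TEA (pH 7.6), 5 mM MgCl2, 0.01% Tween-20. Coupling enzyme GAPDH (100 nM final) supplies unstable 1,3-BPG in-well.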
Pin1 inh: inhibitors of human Pin1. Pin1 FP peptide displacement, HiFluor488, 10 min. 390,000 compounds, 0.009% hits. AID 504891. Potency, µM (series often up to 115 µM), without a hit: at the highest dose activity, negative = inhibition, usual class: inhibitors; active means well fitted inhibition curve with a large enough effect in the polarisation, with a control signal flat, not every such curve was filed as active; inconclusive means small, poorly fitted or top-dose-only effect, or effect the other way, or a change in a side signal; inactive means no such curve, though single readings can be large or run the other way; the % refers to the polarisation; further: potency means the concentration at half of the fitted maximal effect; on the % scale 0 is the no-effect control and ±100 the full control effect
USP1-UAF1 inh: USP1/UAF1 (human) deubiquitinase inhibition. recombinant USP1/UAF1, Ub-Rhodamine cleavage fluorescence. AID 743255. 390,000 compounds, 0.23% hits. O94782. Potency, µM (top dose mostly 57.1 µM), for inactives: at the highest dose activity change, negative = inhibition, most hits filed as inhibitors; further: potency means the concentration at half of the fitted maximal effect; on the % scale 0 is the no-effect control and ±100 the full control effect; nearly all actives have a fitted effect of over 60% in size; inactives centre near -12
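USP1/UAF1 complex (1 nM) preincubated 15 min at room temperature with compound, then Ub-Rho substrate (150 nM final) added. Kinetic fluorescence at 480/540 nm over 6 reads at 60 s intervals; 50 mM HEPES pH 7.8, 0.5 mM EDTA, 0.1 mg/ml BSA, 1 mM TCEP, 0.01% Tween-20.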
IDH1 R132H inh: inhibitors of human mutant IDH1 R132H. O75874. IDH1-R132H enzyme, NADPH consumption, diaphorase/resazurin fluorescence. Potency, µM (series often up to 76.6 µM), inactives show at the highest dose activity change, negative = inhibition, most hits filed as inhibitors. 390,000 compounds, 0.093% hits; further: potency means the concentration at half of the fitted maximal effect; on the % scale 0 is the no-effect control and ±100 the full control effect; nearly all actives have a fitted effect of over 65% in size
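IDH1-R132H (0.5 ug/mL) preincubated 30 min with compound, then NADPH (0.016 mM) and alpha-KG (2 mM) added; 80 min at RT, pH 7.5. Remaining NADPH coupled via diaphorase/resazurin to fluorescence (540/590 nm); concentration-response curves normalized to no-enzyme control.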
TrxR1 substrate: substrates of rat thioredoxin reductase 1; O89049; purified TrxR1 substrate turnover, NADPH consumption readout; Potency, µM (top dose mostly 114 µM), for inactives: at the highest dose activity change, negative = substrate turnover; 390,000 compounds, 0.01% hits; AID 588456; further: potency means the concentration at half of the fitted maximal effect; on the % scale 0 is the no-effect control and ±100 the full control effect; nearly all actives have a fitted effect of over 50% in size
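Rat TrxR1, dispensed at 90 nM, was prereduced with 400 uM NADPH (final) for 5 min at ~22 deg C, then incubated with compound 15 min before 400 uM selenite. A first-read NADPH fluorescence drop versus no-compound background flagged substrates.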
rTrxR1 inhibitor: blocks rat thioredoxin reductase 1; recombinant rTrxR1, NADPH fluorescence consumption, selenite substrate; O89049; AID 588453; 390,000 compounds, 1% hits; Potency, µM (titrated, usually from 114 µM), inactives show at the highest dose activity change, negative = inhibition, hits mostly inhibitors; further: potency means the concentration at half of the fitted maximal effect; on the % scale 0 is the no-effect control and ±100 the full control effect; nearly all actives have a fitted effect of over 65% in size
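Rat TrxR1 (90 nM in the dispensed reagent) was pre-reduced with 400 uM NADPH for 5 min at room temperature, then incubated with compound for 15 min. After 400 uM selenite was added, NADPH fluorescence (Ex 340/Em 450 nm) was followed for 8 min.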
GLS inh: inhibitors of human glutaminase (GLS). 410,000 compounds, 0.21% hits. GLS enzymatic activity, qHTS titration. Potency, µM (doses to about 45.5 µM), without a hit: at the highest dose activity change, negative = inhibition, actives largely listed as inhibitors. O94925; further: potency means the concentration at half of the fitted maximal effect; on the % scale 0 is the no-effect control and ±100 the full control effect
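Enzyme dispensed in phosphate buffer (45 mM, pH 8.2, 0.02% Tween-20), compounds pinned in, then 1 mM L-glutamine solution and the glutamate oxidase–HRP–Amplex Red mix added; fluorescence read immediately and again after 30 min at room temperature.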
The depositor's hits bear a star; i = inactive; ? = inconclusive; . = no result given; [ ] = another dose, or the depositor's remark. Unless noted, the call rests on the fitted dose curve; in most records, active means well fitted curve in the direction sought with a large enough effect; inconclusive means small, poorly fitted or top-dose-only effect, or another doubt; inactive means no such curve, though single readings can be large; an effect the other way counts as inactive or inconclusive. This is a subset; the hit share may differ from the screen's.

SMILES | HP1b binding inh | PI4K2A block | PGK inhibitor | Pin1 inh | USP1-UAF1 inh | IDH1 R132H inh | TrxR1 substrate | rTrxR1 inhibitor | GLS inh
OC(COc1ccc2c(c1)OCO2)CN1CCCC1 (centres undefined) | 18% | 5 | -15% | 0% | ? | 0% | -2% | -1% | 9%
COc1ccc(-n2c(Cc3cccn3C)nnc2SCC(=O)Nc2cccc(OC)c2)cc1 | 11% | 3 | -5% | 4% | -10% | 1% | 4% | 12% | 1%
Cc1cc(NC(=O)CN(C)CCOc2ccccc2)ccc1Br | ? | -4 | -2% | -6% | -14% | 7% | -2%[57.1 µM] | 11%[57.1 µM] | -9%
CC(=C1SC(=S)NC1=O)c1ccccc1 | -12% | 4 | i | -2% | 1% | -3% | 3%[11.4 µM] | 7%[11.4 µM] | 24%
CCOC(=O)C1CCN(C(=O)CCNC(=O)Cn2cnc3ccccc3c2=O)CC1 | 19% | -1 | 3% | 8% | -15% | 0% | 3%[57.1 µM] | -16%[0.0914 µM] | 0%
O=C(c1ccco1)N1CCN(C2CC(=O)N(c3ccccc3)C2=O)CC1 (centres undefined) | 43%[activator] | -3 | -3% | -7% | -19% | 5% | -11% | -29% | 0%
OC(C#CCN1CCCC1)c1ccccc1 (centres undefined) | 19% | -4 | -4% | -2% | 0% | 10% | 7% | -1% | 8%
COc1ccc(NCc2nnc(SCC(=O)c3ccc(C)cc3)o2)cc1 | -23% | 1 | -4% | -3% | -7% | -2% | 0% | ? | 5%
Cc1ccc(OCC(=O)Nc2ccc3nn(-c4ccc(Cl)cc4)nc3c2)cc1 | -1% | -1 | -2% | 3% | 16% | 2% | 10% | 12% | 6%
C[N+]1(C)CC2=Cc3ccccc3CC2C1 (centres undefined) | 5% | -2 | 6% | -6% | -7% | -1% | -2%[57.1 µM] | 3%[57.1 µM] | 7%
CCc1nnc(NC(=O)CSc2nc3ccc(OC)cc3[nH]2)s1 | 16%[57 µM] | -3 | -8% | 1% | -2% | -3% | 1% | 16% | 0%
O=C(c1cccs1)N1CCCc2ccccc21 | 27% | -3 | 19% | -5% | -16% | 4% | -4% | 1% | -8%
Cc1ccc(NC(=O)C(C)Sc2nc3nc(C)cc(C)n3n2)cc1 (centres undefined) | 16% | 5 | i | 2% | -6% | 3% | -3% | 7% | 0%
Cc1nc(Oc2ccc(Cl)cc2)c2oc3ccccc3c2n1 | 47%[activator] | 0 | 8% | -1% | -27% | 2% | 8% | 35% | -1%
O=C(O)CCC(=O)Nc1ccc(-c2nnc(-c3ccco3)o2)cc1 | 53%[activator] | 1 | i | 10% | -29% | 12% | 313%[activator] | 9% | -2%
COc1ccc(S(=O)(=O)N(Cc2ccccc2)c2ccccc2C(=O)Nc2ccccc2C(=O)NCc2ccco2)cc1 | -2% | -4 | 12% | 3% | -1% | -2% | 10% | 1% | 3%
COc1ccccc1Cn1c(=S)[nH]c2cc(C(=O)N3CCC(C(N)=O)CC3)ccc2c1=O | 49%[activator] | -2 | 2% | 0% | -29% | -7% | -5% | -14% | ?
COC(=O)C1CN(C(=O)C(C)Oc2ccccc2Cl)c2ccccc2O1 (centres undefined) | 66%[activator] | -3 | 5% | 3% | -18% | 2% | -4% | 5% | 21%
C/C(=N\NC(=O)c1nc(C)cc(C)n1)c1ccccc1 | 24% | -1 | -10% | -2% | -2% | 9% | 2% | 5% | 6%
COCCCn1cc(C(=O)c2cc(Br)ccc2O)cc(C#N)c1=O | 19% | -9 | -2% | 34%[activator] | -4% | 2% | 14%[57.1 µM] | 27%[57.1 µM] | ?

By substructure: those above containing bromine.
SMILES | HP1b binding inh | PI4K2A block | PGK inhibitor | Pin1 inh | USP1-UAF1 inh | IDH1 R132H inh | TrxR1 substrate | rTrxR1 inhibitor | GLS inh
Cc1cc(NC(=O)CN(C)CCOc2ccccc2)ccc1Br | ? | -4 | -2% | -6% | -14% | 7% | -2%[57.1 µM] | 11%[57.1 µM] | -9%
COCCCn1cc(C(=O)c2cc(Br)ccc2O)cc(C#N)c1=O | 19% | -9 | -2% | 34%[activator] | -4% | 2% | 14%[57.1 µM] | 27%[57.1 µM] | ?

Additional structures.
SMILES | HP1b binding inh | PI4K2A block | PGK inhibitor | Pin1 inh | USP1-UAF1 inh | IDH1 R132H inh | TrxR1 substrate | rTrxR1 inhibitor | GLS inh
CCOC(=O)C(NC(C)=O)C(=O)O (centres undefined) | 51%[activator] | 9 | 2% | -3% | -6% | 2% | 5% | 14% | 12%
CCc1nnc(SC(CC)C(=O)NCCOC)c2cc3occc3n12 (centres undefined) | 23% | -3 | i | -8% | -15% | 4% | -6% | -3% | -1%
Cc1cccc(C(O)c2cnc(C)n2Cc2ccccc2)c1 (centres undefined) | . | -1 | -7% | . | 0% | 4% | . | . | 0%
CCOC(=O)C1=C(O)C(=O)N(Cc2cccnc2)C1c1ccc(C)cc1 (centres undefined) | 39% | 4 | 7% | -1% | -8% | 10% | 10%[11.4 µM] | 21%[11.4 µM] | 38%[activator]
Cc1ccc(OC(C)C(=O)Nc2ccc(S(=O)(=O)Nc3cc(C)on3)cc2)cc1 (centres undefined) | 2% | 0 | -8% | 0% | -10% | 3% | 11%[57.1 µM] | 14% | 2%
COc1ccccc1NC(=O)CSc1oc(-c2ccccc2)nc1S(=O)(=O)c1ccccc1 | 10% | 0 | -3% | 52%[activator] | ? | 24% | 9%[2.29 µM] | 17% | 0%
Cc1ccccc1CNCc1c(C(=O)O)c(C)n(Cc2ccc(F)cc2Cl)c1C | 19% | 2 | -1% | -19% | 6% | 22% | 0% | 8% | -1%
Cn1nc(OC(=O)Nc2ccc(F)cc2)cc1C(F)(F)F | 36% | 0 | -13% | -3% | -8% | 8% | -7% | -11% | 14%
COc1ccc(N2CCN(C(=O)CCSCc3ccccc3F)CC2)cc1 | ? | 0 | i | -2% | -7% | 8% | -14%[57.1 µM] | 20%[57.1 µM] | 1%
O=C(NCCNC(=O)c1ccccc1Cl)c1ccco1 | -3% | 0 | 6% | 0% | -14% | 6% | 10%[57.1 µM] | 1%[57.1 µM] | -5%
O=C(NC1CCCCCC1)c1cccs1 | 36%[activator] | -2 | i | 0% | -8% | 3% | -6% | 11% | 2%
Cc1ccc(C(=O)NNC(=O)c2ccc(NC(=O)C(C)(C)C)cc2)cc1 | 32% | 0 | 7% | 9% | -22% | 4% | 4% | 18% | 2%
CCOc1ccc(NC(=O)CSc2nc(-c3ccc(OC)cc3)nc3c2Cc2c(CO)cnc(C)c2O3)cc1 | 16% | -2 | -1% | 6% | 10% | 3% | 9% | 2% | -13%
O=C(CSc1nnc(-c2cccs2)n1C1CC1)NC1CCS(=O)(=O)C1 (centres undefined) | 19% | -5 | -3% | -8% | -18% | 9% | 6% | 7% | -7%
O=C(CSCCO)N1CCc2ccccc21 | 29% | -3 | -8% | -5% | -12% | 1% | 8% | -18% | -8%
COc1cccc(C(=O)CSc2nnc(CNS(C)(=O)=O)n2-c2ccc(C)cc2)c1 | ? | 1 | -10% | -13% | -10% | 3% | -10% | ? | -1%
OCCC1CN(Cc2nc(-c3ccccc3)cs2)CCN1C1CCCC1 (centres undefined) | 37% | -1 | -7% | -4% | -12% | -3% | 6% | 32% | 0%
O=c1c2ccccc2ncn1CCCOc1ccccc1[N+](=O)[O-] | 27% | 7 | i | -3% | -9% | 1% | -2%[57.1 µM] | 12%[57.1 µM] | -1%
CCOC(=O)c1c(N2C(=O)C3C4C=CC(C4)C3C2=O)sc2c1CCC(C)C2 (centres undefined) | 24% | 4 | -9% | -4% | -1% | 8% | -10% | -13% | -3%
CCOc1ccc(NS(=O)(=O)c2ccc(NC(=O)c3ccccc3C(=O)O)cc2)cc1 | -1% | -3 | -2% | 2% | 3% | 15% | 9%[57.1 µM] | 13%[57.1 µM] | -1%
CCOc1ccc(-c2ncncc2-c2ccccc2OC)c(O)c1 | -5% | 1 | 0% | -2% | -20% | 8% | -2% | 11% | 17%
CC1CCCN(C(c2ccccc2)c2sc3ncnn3c2O)C1 (centres undefined) | 36% | 10 | 5% | -10% | 4% | -1% | 4%[57.1 µM] | 15%[57.1 µM] | 1%
O=C(CCCOc1ccc(Cl)cc1Cl)NNC(=O)c1ccc(NC(=O)c2ccccc2)cc1 | 24% | -1 | -1% | 157%[activator] | -10% | 4% | 18% | 17% | 0%
CC(C)(CN1CCCC1)NC(=O)C1CCC(=O)N(CCCN2CCOCC2)C1 (centres undefined) | 24% | -4 | -5% | -3% | -18% | -6% | 3% | 16% | -1%
CC(=O)Nc1ccc(C(=O)Nc2ccc(S(=O)(=O)N3CCCC3)cc2)cc1 | 14% | 0 | 5% | 7% | 5% | 0% | -4% | 6% | -9%
COc1ccc(NC(=O)CC2COc3ccccc3O2)c(OC)c1 (centres undefined) | 21% | 0 | 3% | 0% | -1% | 7% | 5% | 11% | -4%
COc1ccc(NC(=O)CN(C)C(=O)CCc2nc3cc(S(=O)(=O)N4CCOCC4)ccc3n2C)cc1 | 21% | -1 | 6% | 2% | -12% | -3% | -2% | 8% | 20%
Cc1cc(Br)ccc1NC(=O)c1c(C)oc2ncnc(N3CCCCC3)c12 | 26% | 3 | -9% | 0% | -18% | 2% | -3% | 15% | -2%

Source: PubChem BioAssay
